# Screens as filed in PubChem.
# EPAC1 agonist = qHTS for Agonist of cAMP-regulated guanine nucleotide exchange factor 3 (EPAC1): primary screen | hit rate 0.073% among 360,000 | Potency, µM (top dose mostly 154 µM), for inactives: at the highest dose activation, usual class: activators | EPAC1 agonist qHTS, biochemical assay; response scale: 100% = response to 6.5 mM cAMP | AID 720707, 2013 | Rap guanine nucleotide exchange factor 3 (Homo sapiens), O95398; note: potency is the fitted concentration of half-maximal effect; nearly all actives have a fitted effect of over 60% in size
#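 Compounds were pinned as a concentration titration into mixtures of EPAC1 (100 nM), BODIPY-GDP-loaded Rap1B (250 nM) and GDP (50 uM). After 5 min at room temperature, fluorescence was followed for 30 min; activity was scaled to 6.5 mM cAMP.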
# EPAC1 antag = qHTS for Antagonist of cAMP-regulated guanine nucleotide exchange factor 3 (EPAC1): primary screen. hit rate 0.14% among 360,000. AID 720709, 2013. Potency, µM (doses to about 115 µM), for inactives: at the highest dose activity change, negative = inhibition, most hits filed as inhibitors. Rap guanine nucleotide exchange factor 3 (Homo sapiens), O95398. EPAC1 GEF assay, Rap1b-BODIPY-GDP exchange fluorescence;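 note: potency is the fitted concentration of half-maximal effect; plate controls were vehicle for no effect and positive control for full effect; nearly all actives have a fitted effect of over 50% in size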
# Abeta yeast res = qHTS for compounds that reverse cellular toxicity of Amyloid beta (A-beta) peptide in yeast: Primary Screen; yeast expressing A-beta42, growth rescue, OD600, 48 h; response scale: 0% DMSO, 100% iron-clioquinol control; Potency, µM (doses to about 46.1 µM), inactives show top-dose growth rescue, most hits filed as activators; hit rate 0.063% among 410,000; note: potency is the fitted concentration of half-maximal effect; nearly all actives have a fitted effect of over 55% in size
#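 Yeast A-beta toxicity model in growth medium with pinned compounds, 48 h at 30 C; growth read as absorbance at 600 nm. Normalized to FeCl3/clioquinol equimolar mix (positive) and DMSO (negative).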
# WRN helicase inh = qHTS for Inhibitors of WRN Helicase; Potency, µM (highest dose often 114 µM), without a hit: top-dose activity change, negative = inhibition, actives largely listed as inhibitors; WRN helicase unwinding, fluorescent forked duplex, kinetic; Bifunctional 3'-5' exonuclease/ATP-dependent helicase WRN (Homo sapiens), Q14191; hit rate 0.46% among 360,000; note: potency is the fitted concentration of half-maximal effect; % is set by controls: 0 for no effect and ±100 for the full control effect; nearly all actives have a fitted effect of over 55% in size
#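 Fluorescence dequenching readout, ex 525 nm/em 598 nm, kinetic mode: forked duplex DNA (100 nM final) with adjacent fluorophore and quencher unwound by WRN (20 nM final) with 2 mM ATP. Compound preincubation 15 min, room temperature.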
# PLK1 PBD inh = qHTS for Inhibitors of PLK1-PDB (polo-like kinase 1 - polo-box domain): Primary Screen | Plk1 PBD binding of FITC phosphopeptide, fluorescence polarization | Potency, µM, for the others: max response, negative = inhibition, most hits filed as inhibitors | Serine/threonine-protein kinase PLK1 (Homo sapiens), P53350 | AID 720504, 2013 | hit rate 2.8% among 360,000; note: potency is the fitted concentration of half-maximal effect; series mostly up to about 57 µM; % is set by controls: 0 for no effect and ±100 for the full control effect; nearly all actives have a fitted effect of over 65% in size
# Target sequence (P53350 whole entry, looked up, the tested form may be a part): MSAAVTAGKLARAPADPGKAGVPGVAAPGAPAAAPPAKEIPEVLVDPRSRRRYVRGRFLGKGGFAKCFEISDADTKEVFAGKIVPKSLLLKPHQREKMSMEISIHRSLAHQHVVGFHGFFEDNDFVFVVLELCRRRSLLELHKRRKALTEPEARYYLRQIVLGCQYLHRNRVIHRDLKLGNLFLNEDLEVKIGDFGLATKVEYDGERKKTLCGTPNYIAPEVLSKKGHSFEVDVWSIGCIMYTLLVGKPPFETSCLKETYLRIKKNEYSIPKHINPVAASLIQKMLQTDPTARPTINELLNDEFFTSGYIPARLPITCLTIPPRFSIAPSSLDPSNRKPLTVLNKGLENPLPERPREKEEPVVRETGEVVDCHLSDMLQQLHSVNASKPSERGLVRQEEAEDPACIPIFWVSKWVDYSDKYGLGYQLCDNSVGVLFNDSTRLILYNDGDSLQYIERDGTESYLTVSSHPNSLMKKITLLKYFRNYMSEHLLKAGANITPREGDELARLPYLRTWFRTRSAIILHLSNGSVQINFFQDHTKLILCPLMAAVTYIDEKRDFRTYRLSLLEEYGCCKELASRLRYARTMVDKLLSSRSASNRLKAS
# IL-2 act = qHTS of IL-2 Activators; hit rate 0.065% among 360,000; activation, % (series mostly up to about 46 µM); IL-2 activation reporter assay, cell-based qHTS; stimulated with anti-CD3/CD4/CD28 beads; in transgenic mouse T cells; AID 652025, 2013; in the data active = activation above about 50%; inconclusive = mostly about 30% to 49%; note: 0% is about no effect
#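 Unstimulated transgenic mouse T cells preincubated 60 min with compound, then stimulated with anti-CD3/anti-CD4-coated beads plus anti-CD28 for 18 h at 37 degrees C. IL-2 response read as EGFP and DsRed fluorescence by plate cytometry.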
# FUS yeast rescue = qHTS for Suppressors of FUS Proteinopathy: Primary screen using FUS-linked yeast assay; S. cerevisiae FUS-expressing, growth rescue, OD600, 24 h; hit rate 0.24% among 390,000; Potency, µM (top dose mostly 76.6 µM), for inactives: at the top dose growth rescue (activation), hits mostly activators;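 note: potency is the fitted concentration of half-maximal effect; plate controls were DMSO vehicle for no effect and reference control for full effect; nearly all actives have a fitted effect of over 55% in size; some results filed as inactive show a strong effect at the top dose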
#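 FUS-expressing yeast, raffinose-pregrown, induced in 2% galactose minimal medium at OD 0.005; compounds in a dilution series, 24hr at 30C. Growth restoration read as absorbance at 600 nm. CP55940 positive control, DMSO negative.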
# PI5P4K alpha inh = qHTS for Inhibitors of phosphatidylinositol 5-phosphate 4-kinase (PI5P4K) | Phosphatidylinositol 5-phosphate 4-kinase type-2 alpha (Homo sapiens), P48426 | PI5P4Kalpha enzyme, ADP-Glo luminescence, 60 min; stronger effect = lower value | max response, % | hit rate 1.2% among 330,000 | AID 652105, 2013; active = max response of -50% or lower; inconclusive = between -30% and -50%; inactive = -30% or higher; note: value at the top dose of about 77 µM; % is set by controls: 0 for no effect and ±100 for the full control effect
# Target sequence (P48426 whole entry, looked up): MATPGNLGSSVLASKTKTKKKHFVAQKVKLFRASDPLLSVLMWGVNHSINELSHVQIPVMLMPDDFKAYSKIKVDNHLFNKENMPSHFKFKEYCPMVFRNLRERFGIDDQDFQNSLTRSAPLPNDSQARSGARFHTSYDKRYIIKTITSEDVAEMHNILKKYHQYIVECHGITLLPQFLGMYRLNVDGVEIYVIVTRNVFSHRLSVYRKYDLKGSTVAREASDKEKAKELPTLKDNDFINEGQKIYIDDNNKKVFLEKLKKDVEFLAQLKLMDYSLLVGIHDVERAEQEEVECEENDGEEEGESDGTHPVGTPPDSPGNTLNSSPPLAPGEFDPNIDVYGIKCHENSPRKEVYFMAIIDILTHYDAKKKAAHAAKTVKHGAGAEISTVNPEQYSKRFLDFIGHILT
#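 Single end-point luminescence (ADP-Glo) quantified ADP from PI5P4Kalpha turnover; ATP 5 microM final, 1 h at RT, 0.1% CHAPS and 0.28 mM EGTA in HEPES pH 7.4.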
# Numbers without * were called inactive; ? = inconclusive; / = not tested or not shown; [ ] = dose if it differs, or a comment. Unless noted, calls come from the whole dose curve; as a rule, active = well fitted curve in the direction sought with a large enough effect; inconclusive = small, poorly fitted or top-dose-only effect, or another doubt; inactive = no such curve, though single readings can be large; an effect the other way counts as inactive or inconclusive.
SMILES,EPAC1 agonist,EPAC1 antag,Abeta yeast res,WRN helicase inh,PLK1 PBD inh,IL-2 act,FUS yeast rescue,PI5P4K alpha inh
CC(OC(=O)c1ccc2c(=O)n3c(nc2c1)CCCCC3)C(=O)Nc1ccc(F)cc1Cl (stereo not drawn),8.1%,23.6%,-4.4%,-5.6%[57.1 µM],1.0%,2.1,-4.8%,-5.0
O=C1CCCN1CCC1CCCCN1Cc1nc(-c2cnccn2)no1 (stereo not drawn),-3.2%,21.6%,-6.7%,9.7%,0.8%,0.7,-3.6%,1.0
O=C1c2ccccc2NC(c2ccccc2F)N1NS(=O)(=O)c1ccccc1 (stereo not drawn),3.3%,-25.0%,-7.7%,1.7%,-10.1%,-2.5,23.5%,1.6
Cc1cc(Cl)ccc1OCC(=O)OCC(=O)c1c(N)n(C)c(=O)n(C)c1=O,2.3%,7.1%,7.2%,1.6%,-4.4%,1.4,-9.0%,9.1
Cc1cc(NC(=O)CCCSc2nc(-c3ccco3)cc(C(F)(F)F)n2)no1,5.0%,-3.6%,15.0%,-2.2%,0.6%,0.0,-10.1%,1.8
O=[N+]([O-])c1cccc(-c2ccc(/C=N/NC(=S)Nc3cccc(F)c3)o2)c1,4.2%,-1.9%,?,?,-10.6%,-0.7,-0.7%,-0.7
Cc1noc(C)c1COc1ccc(C(=O)OCC(=O)N2CC(=O)Nc3ccccc32)cc1,11.6%,-2.8%,0.2%,2.0%,-12.0%,1.0,?,/
CCOC(=O)c1c(C)nc2sc3c(=O)n(-c4ccc(C(C)=O)cc4)nnc3c2c1-c1ccc(OC)cc1,8.9%,-3.5%,2.7%,-6.6%,-3.4%,-0.3,31.3%,-1.3
Cc1ccc(NC(=O)CCC(=O)NNC(=O)c2cccc([N+](=O)[O-])c2)cc1C,6.6%,11.3%,-19.5%,-1.7%,-6.3%,-1.5,2.1%,/
CCN(CC)c1ccc(/C=N/NC(=O)Cc2cccs2)cc1,0.2%,-16.2%,0.0%,-21.9%,-8.2%,-2.1,/,-9.3
COC(=O)c1ccc(CSc2ncnc3c2nnn3-c2ccc(OC)cc2)o1,-6.1%,8.9%,14.7%,-3.9%,-0.2%,1.0,-2.9%,3.0
CC(=O)c1cccc(NC(=S)NCCCCc2ccccc2)c1,12.0%,-13.4%,8.0%,-28.1%,-18.8%,-3.4,/,4.2

# Structures from the list above containing an aryl methoxy group:
SMILES,EPAC1 agonist,EPAC1 antag,Abeta yeast res,WRN helicase inh,PLK1 PBD inh,IL-2 act,FUS yeast rescue,PI5P4K alpha inh
CCOC(=O)c1c(C)nc2sc3c(=O)n(-c4ccc(C(C)=O)cc4)nnc3c2c1-c1ccc(OC)cc1,8.9%,-3.5%,2.7%,-6.6%,-3.4%,-0.3,31.3%,-1.3
COC(=O)c1ccc(CSc2ncnc3c2nnn3-c2ccc(OC)cc2)o1,-6.1%,8.9%,14.7%,-3.9%,-0.2%,1.0,-2.9%,3.0

# Going on with the list:
SMILES,EPAC1 agonist,EPAC1 antag,Abeta yeast res,WRN helicase inh,PLK1 PBD inh,IL-2 act,FUS yeast rescue,PI5P4K alpha inh
CC(=O)N/C(=N\OCc1ccccc1Cl)c1nonc1NC(C)=O,0.7%,-16.0%,19.0%,-1.9%,-3.5%,-1.0,9.0%,3.4
COc1ccc(NC(=O)N(C)C[C@H]2Oc3ccc(NC(=O)CCN4CCOCC4)cc3C(=O)N([C@H](C)CO)C[C@@H]2C)cc1,1.3%,-6.4%,7.4%,-9.7%,-8.2%,1.3,1.6%,6.1
Fc1ccccc1Nc1nc2ccccc2o1,2.2%,-11.9%,-1.7%,4.7%,0.2%,1.8,6.9%,-5.7
NS(=O)(=O)c1ccc(NC(=O)CN2CCc3ccccc32)cc1,-9.2%,9.2%,7.2%,-1.3%,-1.3%,-0.7,3.8%,0.0
CCCCC(C(=O)NC1CCCC1)N(Cc1ccco1)C(=O)Cn1nnc(-c2ccc(F)cc2)n1 (stereo not drawn),-1.2%,-15.6%,-2.3%,1.8%,23.8µM*,0.8,13.7%,3.3
CC1(C(=O)Nc2ccc3c(c2)OCCO3)CSCC(=O)N1CCCn1ccnc1 (stereo not drawn),-10.9%,6.4%,0.0%,2.7%,-10.6%,0.0,6.2%,0.3
Cc1ccc(C2C3=C(CCCC3=O)OC3=C2C(=O)CCC3)cc1,6.0%,9.0%,2.0%,11.3%,-14.5%,-0.1,6.1%,-4.6
CCN(CC)S(=O)(=O)c1ccc(N2CCOCC2)c(NS(=O)(=O)c2ccc(Cl)s2)c1,2.9%,-11.8%,-0.2%,5.5%,-9.0%,-0.4,-26.2%,-10.2
COc1ccc(-c2nn(-c3ccccc3)cc2C(=O)N(C)CC(=O)Nc2ccc(N3CCOCC3)cc2)cc1,-4.8%,2.4%,12.5%,4.1%,0.0%,-1.7,7.3%,0.1
O=C(NCCc1ccccn1)C(F)(F)C(F)(F)C(F)(F)C(F)(F)C(F)(F)C(F)(F)C(F)(F)C(F)F,-42.9%[inhibitor],-19.1%,-16.8%,-14.6%,-4.1%,0.0,/,-0.2
COc1ccc(C(=O)NCCn2nc(C)cc2C)cc1OC1CCN(C(C)=O)CC1,-6.6%,13.3%,3.1%,-29.6%,-3.4%,-2.5,2.4%,-5.5
COc1ccc(/C=C2/SC(=O)N(CCCCCC(=O)Nc3ccccc3C(=O)O)C2=S)cc1,-2.5%,-2.7%,3.8%,-6.9%[11.6 µM],?,-3.3,0.0%,-27.0
COCCn1c(SCC(=O)Nc2ccc(F)cc2)nc2ccccc2c1=O,-0.5%,-7.5%,6.6%,1.5%,0.8%,1.8,-5.4%,4.1
CN1CCC(CC(C(=O)N2CCCC2)(c2ccccc2)c2ccccc2)C1 (stereo not drawn),-2.0%,8.5%,8.2%,8.3%,5.2%,1.0,27.1%,-3.2
Cc1ccc(C)n1C1CCS(=O)(=O)C1 (stereo not drawn),5.7%,3.0%,0.9%,6.9%,-4.2%,0.0,24.3%,-1.0
CN1CCN(c2ccc(NC(=S)NC(=O)c3cccc4ccccc34)cc2)CC1,-7.3%,-8.9%,-1.5%,4.6%,-15.2%,-1.0,-7.7%,1.6
COc1ccc(N2C(=O)NC3CC2(C)Oc2ccccc23)cc1 (stereo not drawn),-2.6%,-21.4%,-1.9%,-3.3%,6.2%,2.6,-0.2%,7.3
CC(C)(C)NC(=O)COC(=O)c1ccc(S(=O)(=O)N2CCCC2)cc1,-5.8%,10.5%,-3.2%,0.0%,-4.0%,-0.8,4.4%,3.7
OC12CCCCC1C(c1ccc3c(c1)OCO3)N(Cc1ccc(F)cc1)CC2 (stereo not drawn),0.0%,-24.6%,2.0%,-8.6%,-4.1%,5.3,15.2%,9.2
CC(C)OCCCNC(=O)C1CCC(=O)N1C1CCCC1 (stereo not drawn),0.3%,13.0%,-8.0%,6.2%,-1.0%,-0.7,15.6%,/
O=C(CNC(=O)c1ccc(N2CCCC2=O)cc1)Nc1ccc(F)c(F)c1F,-5.6%,-15.4%,-15.9%,4.1%,-18.8%,0.1,6.2%,3.0
OCCSc1nc(-c2ccccc2)nc2ccc(F)cc12,0.7%,-2.2%,-4.5%,5.6%,-15.9%,-0.5,34.4%,24.5
O=C(Nc1ccccc1)N1N=C(c2cccs2)CC1c1cccs1 (stereo not drawn),13.6%,?,-53.2%[inhibitor],0.4%,-8.6%,-0.2,/,8.9
CC(OC(=O)/C=C/c1ccco1)C(=O)NC1CCCCC1C (stereo not drawn),6.8%,-8.7%,-10.2%,-3.9%,-10.1%,-0.3,-10.7%,-7.5
CCCOC(=O)Cn1c(=O)c2cc3c(=O)n(CC(=O)OCCC)c(=O)c3cc2c1=O,-8.9%,14.6%,1.0%,-26.7%,-8.5%,9.4,/,-0.7
O=C(NCc1cccnc1)c1ccccc1NS(=O)(=O)c1ccc(F)cc1F,19.2%,4.6%,-4.5%,3.3%,-5.9%,-2.7,-15.2%,2.7
COc1ccc(NC(=S)/N=C(\N)Nc2nc(C)c3ccccc3n2)cc1,4.0%,1.4%,?,11.1%,-8.1%,-4.7,-2.6%,1.9
CCc1ccc(C2CC(c3ccccc3Cl)Nc3nc(N)nn32)cc1 (stereo not drawn),-8.4%,-29.7%,11.4%,-0.8%,-15.1%,-2.0,?,-18.9
O=C(COc1c(F)c(F)cc(F)c1F)NNC(=O)CC1CCS(=O)(=O)C1 (stereo not drawn),-3.1%,-11.3%,13.7%,-8.9%,1.9%,-0.9,-17.7%,-4.3
CCOCCOC(=O)C1=C(C)N(C)C(=O)NC1c1cc(Cl)c(O)c(OC)c1 (stereo not drawn),4.8%,-10.6%,5.5%,-8.2%,-6.2%,-2.2,2.4%,5.4
Cc1cccc(NC(=S)N(CCc2ccncc2)C(C)C)c1C,-1.6%,7.0%,-4.7%,-16.2%,-6.6%,-0.7,10.9%,-2.4
COc1ccc2c(ccn2S(=O)(=O)c2ccccc2)c1,7.6%,-22.0%,-6.8%,-1.3%,-1.5%,0.3,-5.2%,9.8
CCC(=O)Nc1ccc(-c2cc3ccccc3oc2=O)cc1,-1.4%,-7.0%,-5.2%,4.6%,-8.2%,1.0,1.9%,0.3
Cc1ccc(C2=NC(C)(C)N=C2SCC(=O)Nc2ccc(Cl)cc2)cc1,18.7%,-19.6%,-38.4%[inhibitor],-19.0%,-23.2%,-2.4,28.0%,22.0
O=C(Nn1cnnc1)c1ccc(Cl)c(Cl)c1,-3.5%,4.3%,-3.1%,1.5%,1.6%,0.1,-15.2%,2.9
COc1ccc(NC(=O)c2oc3ccccc3c2NC(=O)c2ccc(OC)c(OC)c2)c(OC)c1,4.7%,4.1%,3.7%,-6.4%,-10.1%,-1.3,18.7%,3.7

# Hits appear at their usual frequency, and some 4.1% of all compounds hit somewhere here.
